Screening data deposited in PubChem BioAssay by Sanford-Burnham Center for Chemical Genomics.
Apaf-1 inh – blocks human Apaf-1 apoptosome activity; reconstituted apoptosome caspase-3 activity, DEVD-Rh110 fluorescence; actives 0.71% (n = 330,000); inhibition, % at 20 µM; AID 489030; O14727; active means inhibition of at least 40% at 20 µM;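 further: plate controls were DMSO wells for no effect and DEVD-CHO caspase inhibitor wells for full effect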
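Medium: Hepes buffer, pH 7.5 / System: biochemical Apaf-1 apoptosome reconstitution / Measured by: Rh110 fluorescence, excitation 480 nm, emission 540 nm / Times: compound with Apaf-1, dATP, procaspase-3 30 min, then 50 min reaction, room temperature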
UBC13 polyUb – human UBC13 polyubiquitination inhibition; UBC13 polyubiquitin chain formation, TR-FRET; inhibition, % at 20 µM; actives 0.47% (n = 330,000); in the data active means inhibition above about 45%, passing the limit was not always enough
Target sequence (P61088 whole entry, looked up): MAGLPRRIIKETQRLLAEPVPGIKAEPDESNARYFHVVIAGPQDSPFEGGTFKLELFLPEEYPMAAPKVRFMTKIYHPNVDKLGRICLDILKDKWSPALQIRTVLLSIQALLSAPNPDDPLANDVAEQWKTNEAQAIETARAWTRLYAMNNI
EBI2 antag – blocks human EBI2 receptor beta-arrestin signaling; P32249; EBI2 beta-arrestin recruitment, luminescence, 7a,25-OHC stimulated; inhibition, % at 5 µM; actives 0.81% (n = 360,000); AID 651636; in the data active means inhibition above about 38%;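 further: enzyme fragment complementation signal reports receptor beta-arrestin coupling in cells; 0% = agonist plus DMSO wells and 100% = wells without agonist; some results beyond the cut were filed as inactive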
Target sequence (P32249 whole entry, looked up, the tested form may be a part): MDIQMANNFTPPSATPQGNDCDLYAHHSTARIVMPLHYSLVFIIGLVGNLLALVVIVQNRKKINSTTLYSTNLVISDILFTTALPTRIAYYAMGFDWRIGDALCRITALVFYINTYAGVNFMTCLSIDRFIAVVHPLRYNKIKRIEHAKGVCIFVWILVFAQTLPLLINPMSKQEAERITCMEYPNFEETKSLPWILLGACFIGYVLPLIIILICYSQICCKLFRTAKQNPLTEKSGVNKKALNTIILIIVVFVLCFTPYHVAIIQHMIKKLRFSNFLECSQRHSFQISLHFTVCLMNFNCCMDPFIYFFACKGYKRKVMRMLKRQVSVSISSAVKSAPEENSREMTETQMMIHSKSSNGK
CCR6 antag – antagonists of human CCR6 receptor | P51684 | CHO-K1 CCR6 PathHunter beta-arrestin, luminescence, CCL20-stimulated | inhibition, % at 20 µM | actives 0.49% (n = 340,000) | AID 493098;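 active means compounds whose inhibition of the agonist-driven luminescence signal at 20 µM reaches about 50%, limit read from the data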;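 further: cells stimulated with CCL20 at 14 nM final; plate controls were DMSO with CCL20 for no effect and DMSO without agonist for full effect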
Gli-Sufu antag – antagonists of Gli-Sufu signaling | Sufu-KO-LIGHT fibroblasts, Gli luciferase reporter luminescence | inhibition, % at 5 µM | actives 0.74% (n = 340,000);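 active means inhibition above about 55%, limit read from the data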;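 further: 0% = DMSO-treated cells and 100% = wells with medium but no cells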
697 NFkB inh – inhibitors of the PMA/ionomycin-induced NF-kB reporter in 697 B cells; 697 B-cell NF-kB luciferase reporter, 16 h; inhibition, % at 4 µM; actives 0.33% (n = 330,000); AID 435022; in the data active means inhibition above about 35%
SENP8 block – inhibitors of human SENP8 protease. Q96LD8. purified SENP8, Z-RLRGG-aminoluciferin cleavage, luminescence. inhibition, % at 10 µM. actives 1.2% (n = 330,000). AID 2540
Target sequence (Q96LD8 whole entry, looked up): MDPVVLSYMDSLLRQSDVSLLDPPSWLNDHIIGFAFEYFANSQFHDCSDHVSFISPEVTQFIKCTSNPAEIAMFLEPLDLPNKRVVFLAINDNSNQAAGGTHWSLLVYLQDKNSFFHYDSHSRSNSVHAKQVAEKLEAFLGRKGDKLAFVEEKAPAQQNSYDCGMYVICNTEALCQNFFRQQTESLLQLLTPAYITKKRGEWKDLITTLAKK
Jurkat NFkB inh – lowers PMA/ionomycin-induced NF-kB signal in Jurkat cells. PMA/ionomycin-induced NF-kB luciferase reporter, luminescence. inhibition, % at 4 µM. actives 0.53% (n = 330,000)
* = called active by the depositor; · = not tested or not shown. Unless noted, no stated cut-off is given here; in the data, active means inhibition above about 50%; inactive means the rest. This is a subset (hit frequency here may not be typical).

SMILES	Apaf-1 inh	UBC13 polyUb	EBI2 antag	CCR6 antag	Gli-Sufu antag	697 NFkB inh	SENP8 block	Jurkat NFkB inh
Cc1cc(C)nc(SCC(=O)c2ccc3c(c2)OCCO3)n1	-17	-3	0	10	-6	27	-2	-6
COC(=O)C1=C(C(=O)OC)[C@@H]2Nc3ccccc3[C@@]23C[C@@H](C(=O)OC)N(C(=O)c2ccco2)C3=N1	-4	-3	-12	7	4	27	1	18
CCOC(=O)c1ccccc1NC(=O)c1cc2sccc2n1C	16	16	17	14	26	-13	0	-12
CCC(=O)Nc1ccc(Nc2nc(Cl)nc(Nc3ccc(NC(=O)CC)cc3)n2)cc1	-8	-1	-4	2	-13	1	3	-1
c1ccc2oc(SCc3nc4ccccc4s3)nc2c1	13	3	6	30	6	-148	32	-128
CCn1c(SCc2nc3ccccc3s2)nnc1-c1cccs1	5	-5	2	18	-19	-57	-5	-87
O=S(=O)(c1ccc(S(=O)(=O)N2CCC3(CC2)OCCO3)cc1)N1CCCC1	-1	22	-9	3	7	23	2	5
Cc1ccc(C)c(NC(=O)c2cnn(-c3ccccc3)c2C)c1	8	-6	-4	9	-40	-99	-19	-38
Cc1ccc(S(=O)(=O)c2nc(-c3cccs3)oc2SCC(N)=O)cc1	8	-2	0	2	0	-11	6	-6
O=C(OCn1nnc2ccccc2c1=O)c1cccnc1Cl	-11	19	-4	-7	2	4	-12	4
O=C(CN1CCN(CCO)CC1)Nc1ccccc1	5	-3	5	0	1	19	-3	-15
O=C(O)/C=C/C(=O)N1CCN(c2ccc(F)cc2)CC1	-1	-1	7	-3	-3	18	4	4
COc1ccc(CCCC(=O)N/N=C/c2ccc(C)cc2)cc1	13	2	6	5	-5	-11	-11	-1
Cc1cc(NC(=O)c2ocnc2C)no1	-12	-5	-18	1	3	3	-8	3
O=C(NCCO)C1CCN(C(=O)c2ccc(-c3ccccc3)cc2)CC1	-2	1	10	6	-19	29	-7	-6
CSc1cccc(NC(=S)N(C(C)C)C(C)c2ccccn2)c1 (stereo not given)	-2	-4	-7	17	3	-3	6	2
COc1ccc(C(=O)Nc2ccnn2C2CCN(C3CCC3)CC2)cc1	5	-8	3	2	50	-5	-14	3
Cn1c(-c2ccccc2)cc2c3no[n+]([O-])c3ccc21	7	8	5	14	-9	-262	3	-33
N#Cc1c(-c2ccco2)cc(-c2ccccn2)nc1N	9	-1	-1	-8	-2	-3	3	11
Cc1ccc(S(=O)(=O)NC(=O)Nc2nccs2)cc1	8	-6	-2	-5	-3	-15	-10	-19

Limited to Gli-Sufu antag and Apaf-1 inh, for some of the entries so far:
Structure	Gli-Sufu antag	Apaf-1 inh
CSc1cccc(NC(=S)N(C(C)C)C(C)c2ccccn2)c1 (stereo not given)	3	-2
COc1ccc(C(=O)Nc2ccnn2C2CCN(C3CCC3)CC2)cc1	50	5

As entered above:
In 697 NFkB inh, Cc1cc(C)nc(SCC(=O)c2ccc3c(c2)OCCO3)n1 has the entry 27
In UBC13 polyUb, O=C(OCn1nnc2ccccc2c1=O)c1cccnc1Cl has the entry 19
In SENP8 block, Cc1ccc(C)c(NC(=O)c2cnn(-c3ccccc3)c2C)c1 has the entry -19
In UBC13 polyUb, Cc1cc(NC(=O)c2ocnc2C)no1 has the entry -5
In Jurkat NFkB inh, Cc1ccc(S(=O)(=O)c2nc(-c3cccs3)oc2SCC(N)=O)cc1 has the entry -6

(continued)
SMILES	Apaf-1 inh	UBC13 polyUb	EBI2 antag	CCR6 antag	Gli-Sufu antag	697 NFkB inh	SENP8 block	Jurkat NFkB inh
Cc1nc(N2CCOCC2)nc(OCCN(C)C)c1[N+](=O)[O-]	2	-2	2	10	5	-9	2	-6
O=C(COc1ccc(Cl)cc1)Nc1cccc(S(=O)(=O)NC2=NCCCCC2)c1	17	3	-7	7	5	10	8	15
O=C(CSc1nccc(=O)[nH]1)c1ccco1	-2	-12	5	-5	-8	4	9	-10
CCN(CC)Cc1c(C(=O)N/N=C/c2cccs2)nnn1-c1nonc1N	2	-7	-7	5	·	11	-2	14
CCCCN(CCCNC(=O)c1ccc(CS(=O)(=O)c2c(Cl)cccc2Cl)o1)Cc1ccccc1	15	5	8	27	40	-18	-7	12
Nc1c2c(nn1-c1ccc(F)cc1)CSC2	9	-18	-4	13	-1	-30	-9	-7
CC1CCCN(C(=O)C2CCN(CC(C)c3ccccc3)CC2)C1 (stereo not given)	14	-13	-7	6	-2	-2	-13	3
COc1ccc(CCNC(=O)C2CCC(CNS(=O)(=O)c3ccc(F)cc3)CC2)cc1OC (stereo not given)	-22	-2	-11	-1	-2	16	-2	9
COc1ccc(C(=O)Nc2ccc(Cl)c(S(=O)(=O)Nc3ccccc3OC)c2)cc1	2	-2	2	21	19	-36	-9	10
COc1ccc(-c2noc(CN3CCCCC3c3nccn3C)n2)cc1 (stereo not given)	-21	16	13	14	11	9	4	9
Brc1ccc(-c2nc3ncccn3c2NC2CCCCC2)o1	15	2	5	9	3	28	-2	11
Cc1cc(O)c(NC(=O)c2ccc(Br)o2)cc1C	3	3	0	7	5	-47	23	-35
O=C(NCc1ccncc1)C(=O)N/N=C/c1ccc(OCc2ccccc2)cc1	13	-3	-2	2	4	15	-8	-63
Cc1ccc2c(c1)nnn2C1CCN(CC(=O)NCCc2nc3ccccc3[nH]2)CC1	-13	-6	12	57*	5	9	6	0
CCOC(=O)N1CCC(N2C(=O)c3ccccc3C2Nc2ccccc2)CC1 (stereo not given)	-2	5	1	2	-3	11	3	0
O=C(Nc1c2c(nn1-c1ccccc1)CS(=O)(=O)C2)c1ccc2c(c1)OCO2	5	1	3	10	-2	-2	-5	-2
COc1ccccc1C(=O)NC(CCSC)C(=O)NC1CC1 (stereo not given)	11	-6	-2	3	-8	-6	-12	-15
Cc1cc(C)n(CC(=O)N/N=C/c2ccc([N+](=O)[O-])s2)n1	9	-24	-8	-7	-1	-26	6	8
O=C1[C@H]2[C@H]3[C@H](O)[C@H](O)C/C(=N\OC[C@@H](O)COCc4ccco4)[C@@H]3CC[C@H]2C(=O)N1c1ccc(F)cc1F	-1	1	·	·	·	-7	-8	-5
O=C(Nc1ccccc1C(F)(F)F)c1cc(-c2ccccc2O)on1	-1	0	17	5	-3	-184	2	-89
CC1CCCC(C)N1C(=O)CSc1nnc(NC(=O)Cc2cccs2)s1 (stereo not given)	10	-5	-8	14	6	13	10	7
C/C(=N\NC(=O)c1ccc2ccccc2c1)c1cccs1	-2	1	-8	-2	-85	-138	70*	-142
COc1ccc(/C=N/NC(=O)Cc2csc(Nc3cccc(C(F)(F)F)c3)n2)cc1C	33	41	2	-19	3	-1	-2	-12
CCOC(=O)c1cc(-c2csc(-c3ccc(C(C)(C)C)cc3)n2)on1	7	4	-5	3	6	-45	-4	-24
CC1CC(C)CN(C(=S)SCc2nc(N)nc(Nc3ccccc3)n2)C1 (stereo not given)	10	6	11	-10	-3	-7	8	3
Cc1ccc(C)c2[nH]c(=O)c(CN(Cc3nnnn3C3CCCCC3)CC3CCCO3)cc12 (stereo not given)	4	6	-32	5	17	19	8	-8
CC(C)(C)n1nc2c(c1NC(=O)Cc1ccc(F)cc1)CS(=O)(=O)C2	-9	5	-11	12	-11	6	-2	13
O=C(NCCc1ccccc1)c1ccc2nc(-c3ccco3)c(-c3ccco3)nc2c1	46*	-43	5	22	1	-4	15	9
Cc1ccc(C2CCN(C(=O)Nc3ccc(F)cc3)C2)cc1 (stereo not given)	-1	12	71*	7	-10	-43	-5	-37
COc1cccc(CN2CCNC(=O)C2CC(=O)N(C)CCc2ccccn2)c1OC (stereo not given)	3	1	·	·	·	-1	-7	0
Cc1c(Cl)c([N+](=O)[O-])nn1CCCC(=O)O	7	-9	10	1	4	18	-4	-5
CCc1ccc(CN2CCC(n3nccc3NC(=O)c3ccccc3Cl)CC2)cc1	1	-11	3	5	30	4	4	17
C=CCNC(=S)NCCCCC1NC(=S)N(CC=C)C1=O (stereo not given)	5	-1	-8	15	-9	-16	-3	5
CC(Sc1nnnn1C)C(=O)Nc1cc(S(=O)(=O)N2CCCCC2)ccc1Cl (stereo not given)	-4	-2	-19	4	2	8	3	2
CC(C)c1cc(C(=O)O)c2ccccc2n1	1	-4	-1	3	17	-4	3	4
CCc1ccc(OCC(=O)OC2CCS(=O)(=O)C2)cc1 (stereo not given)	-13	4	11	-20	-3	-10	-3	7
O=C(N1CCCC1)C12CCC3CC(CC(C3)C1)C2	-1	-2	-7	12	1	-14	3	-10
O=C(CCc1ccccc1)Nc1ccc(Cl)cn1	-6	2	7	6	-41	-65	-2	31
O=C(Nc1cccc(C(=O)N2CCOCC2)c1)c1ccc([N+](=O)[O-])cc1	-10	2	2	0	-2	17	2	9
O=C(NCCc1csc(-c2ccccc2)n1)c1ccc(Br)o1	10	0	23	8	10	-13	-10	0
Clc1ccc(C2=Nn3c(nnc3-c3n[nH]c4c3CCC4)SC2)cc1	21	6	27	13	34	-11	0	40
O=S(=O)(c1ccccc1)c1nnn2c1nc(NC1CCN(Cc3ccccc3)CC1)c1cc(Cl)ccc12	25	6	12	23	40	-34	-6	-8
COc1ccc(N(C(=O)c2cccc([N+](=O)[O-])c2)S(=O)(=O)c2ccc3c(c2)n(C)c(=O)n3C)cc1	8	7	5	-2	1	3	-1	3
COc1ccc(N=C2NC(=O)/C(=C\C=C\c3ccccc3)S2)cc1	0	-3	15	-4	-21	17	-7	6
NC(=O)NC(=O)COC(=O)c1ccc(OC(F)(F)F)cc1	-17	0	-8	-3	1	19	2	2
COC(=O)C1=CO[C@@H](O[C@@H]2O[C@H](CO)[C@@H](O)[C@H](O)[C@H]2O)C2C1CC(O)O[C@H]2C (stereo not given in full)	-1	14	3	2	6	1	6	-7
Cn1c(=O)oc2cc(S(=O)(=O)N3CCN(c4ccccc4F)CC3)ccc21	8	-12	-1	5	·	-16	-2	5
O=C1CCC(C(=O)N(c2ccccc2)C2(C(=O)NC3CCCCC3)CCCCC2)N1 (stereo not given)	-10	2	5	2	8	-14	-11	-19
Cc1ccc(C(=O)Nc2ccc(NC(=O)c3cccs3)cc2)c(C)c1	8	5	-9	12	-23	15	-4	-15
O=C(NC1CCCCC1)c1cc(-c2ccc(F)cc2)on1	7	-8	5	5	-88	-94	-9	-92
COc1ccc(OC)c2sc(NC(=O)CCS(=O)(=O)c3ccccc3)nc12	13	23	-5	8	-2	0	-7	17
CCN(CC)c1ccc(NC(=O)CCN2C(=O)c3ccccc3S2(=O)=O)c(C)c1	3	-6	-7	8	-7	-6	-8	-6
O=C(CN1CCN(CC(=O)Nc2ccc3c(c2)OCO3)CC1)Nc1ccc(F)cc1	-7	-4	4	20	2	2	-3	7
COc1ccc(C)cc1NC(=O)C12CCC(C)(C(=O)O1)C2(C)C (stereo not given)	17	-2	-4	12	2	-9	-4	3
Cc1ccc2c(c1)N(CC(=O)NCCc1ccccc1)C(=O)c1cccnc1O2	4	11	0	-5	-1	10	4	6
CCN(C(=O)COC(=O)CNC(=O)c1ccc(C)s1)c1ccccc1	-5	5	-5	-10	1	0	1	-12
CN1CCN(c2ccc(NC(=O)c3ccc(Br)o3)cc2)CC1	-3	-1	-3	5	-59	-31	33	-121
Cc1nn(CC(=O)NCc2ccccn2)c(C)c1[N+](=O)[O-]	5	-2	-10	-2	-4	-13	-2	-14
Cc1cc2ncn(-c3ncccc3[N+](=O)[O-])c2cc1C	12	-11	-8	-5	-6	-7	1	8
O=C(NCCc1ccccc1)C1CCN(S(=O)(=O)N2CCCCC2)CC1	4	1	15	5	-7	0	-12	6

3 entries drawn at random from those above, as already listed:
SMILES	Apaf-1 inh	UBC13 polyUb	EBI2 antag	CCR6 antag	Gli-Sufu antag	697 NFkB inh	SENP8 block	Jurkat NFkB inh
COc1ccc(OC)c2sc(NC(=O)CCS(=O)(=O)c3ccccc3)nc12	13	23	-5	8	-2	0	-7	17
O=C(NC1CCCCC1)c1cc(-c2ccc(F)cc2)on1	7	-8	5	5	-88	-94	-9	-92
CN1CCN(c2ccc(NC(=O)c3ccc(Br)o3)cc2)CC1	-3	-1	-3	5	-59	-31	33	-121
